Screening results from PubChem.
MEKK2 WT-MEK5: raises or lowers MEK5 binding to wildtype human MEKK2 PB1 domain. Q9Y2U5. bead flow cytometry, Alexa488-MEK5 binding to MEKK2 WT; actives lie on both sides. binding response (% of control), % at 10 µM. 1.1% of 290,000 active; in the data active = binding response below about 67% or above about 130%
OXTR ag: human OXTR agonism; AID 2435; CHO-OTR cells, Fluo-8 calcium fluorescence; normalized: DMSO 0%, oxytocin 100%; activation, % at 3 µM; 0.32% of 320,000 active;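 active = activation above the mean of all tested compounds plus 3 SD, cutoff set per screening run, cut at about 20% in these data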;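 also: peak over basal fluorescence ratio from a 100 s FLIPR kinetic read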
GalR3 antag: antagonists of human GalR3. O60755. HEK293 GalR3-CNG cAMP membrane potential fluorescence; galR3 body fused to GalR1 C-terminus. inhibition, % at 3 µM. 0.44% of 360,000 active;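 active = inhibition above the screen-wide average plus 3 SD, cut at about 13% in these data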;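 also: forskolin and galanin both at EC90 stimulate the cells; cAMP rise reported by CNG channel membrane potential dye signal; 0% = forskolin plus galanin with DMSO and 100% = forskolin alone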
Target sequence (O60755 1-299 limits assumed): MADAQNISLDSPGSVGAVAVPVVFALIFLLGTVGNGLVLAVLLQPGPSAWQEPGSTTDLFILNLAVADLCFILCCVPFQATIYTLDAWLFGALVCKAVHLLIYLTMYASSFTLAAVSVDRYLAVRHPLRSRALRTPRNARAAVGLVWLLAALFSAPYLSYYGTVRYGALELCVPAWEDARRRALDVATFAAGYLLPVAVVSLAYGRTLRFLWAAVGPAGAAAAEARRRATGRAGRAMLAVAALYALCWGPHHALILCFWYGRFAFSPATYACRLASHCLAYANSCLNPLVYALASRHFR
M18AAP inhibitor: PfM18AAP enzyme inhibition. recombinant PfM18AAP, H-Glu-NHMec fluorogenic cleavage. 1.2% of 290,000 active. inhibition, % at 7.35 µM;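 active = inhibition above the campaign mean inhibition over all tested compounds plus 3 SD, cut at about 28% in these data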;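 also: 0% = plate median of test compound wells and 100% = 2 mM ZnCl2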
NALP1 yeast inh: inhibitors of NALP1 inflammasome in yeast; S. cerevisiae NALP1/ASC/caspase-1 growth, X-gal OD620, 72 h; inhibition, % at 10 µM; 0.61% of 280,000 active; in the data active = inhibition mostly above about 24%, no sharp cut-off; inactive = mostly below about 32%; also: some compounds called inactive have numbers as strong as hits
V1aR counter: activates human V1a receptor in oxytocin agonist counter-screen; CHO-V1R cells, Fluo-8 calcium fluorescence, agonist mode; 0% DMSO, 100% 3 nM vasopressin; P37288; 0.25% of 320,000 active; activation, % at 3 µM;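 active = activation above the mean activation of all tested compounds plus 3 SD, per screening run, cut at about 20% in these data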;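 also: signal is peak over basal fluorescence ratio across a 100 second FLIPR read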
Target sequence (P37288 whole entry, looked up): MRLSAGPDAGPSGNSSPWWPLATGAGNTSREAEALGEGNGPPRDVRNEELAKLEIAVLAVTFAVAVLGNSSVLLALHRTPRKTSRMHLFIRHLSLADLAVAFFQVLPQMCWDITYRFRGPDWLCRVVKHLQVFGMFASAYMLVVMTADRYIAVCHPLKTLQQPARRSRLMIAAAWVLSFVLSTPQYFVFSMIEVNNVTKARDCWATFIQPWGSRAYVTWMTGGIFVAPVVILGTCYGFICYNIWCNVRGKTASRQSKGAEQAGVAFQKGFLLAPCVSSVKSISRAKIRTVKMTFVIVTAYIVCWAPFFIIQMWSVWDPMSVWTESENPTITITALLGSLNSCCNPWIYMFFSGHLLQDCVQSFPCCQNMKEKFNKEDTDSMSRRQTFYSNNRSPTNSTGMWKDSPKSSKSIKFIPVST
OXTR potentiate: human OXTR potentiation; P30559; CHO-OTR cells, Fluo-8 calcium fluorescence, potentiator mode; 0% = oxytocin EC15, 100% = EC100; activation, % at 3 µM; 0.061% of 320,000 active;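 active = activation above that plate's cutoff, the mean activation of tested compounds plus 3 SD, cut at about 6.6% in these data, passing the limit was not always enough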;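 also: 100% uses oxytocin at 75 nM as the full agonist control; some results filed as inactive read as strong as hits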
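System: human OTR in CHO cells; Also added: sub-maximal oxytocin, roughly EC15; Timing: compound 6 min at room temperature before oxytocin, 100 s read; Technique: Fluo-8 intracellular calcium fluorescence, ex 470-495, em 515-575 nm; Controls: oxytocin EC15 low and EC100 high; Replication: singlicate.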
MEKK2 mut-MEK5: signal of MEK5 binding to mutant human MEKK2 PB1 domain. bead flow cytometry, Alexa488-MEK5 binding to MEKK2 mutant. percent response, % at 10 µM. 0.35% of 290,000 active; in the data active = percent response above about 24%, passing the limit was not always enough; also: inactives centre near 1; some results filed as inactive read as strong as hits
GPR7 antagonist: antagonists of human GPR7 (neuropeptides B/W receptor 1) | inhibition, % at 4.4 µM | GPR7-expressing cells, fluorescence antagonist assay | P48145 | AID 1861 | 1.1% of 290,000 active; in the data active = inhibition above about 16%, passing the limit was not always enough;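 also: cells stimulated with the agonist NPW; 0% = agonist with vehicle and 100% = vehicle without agonist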
Target sequence (P48145 whole entry, looked up): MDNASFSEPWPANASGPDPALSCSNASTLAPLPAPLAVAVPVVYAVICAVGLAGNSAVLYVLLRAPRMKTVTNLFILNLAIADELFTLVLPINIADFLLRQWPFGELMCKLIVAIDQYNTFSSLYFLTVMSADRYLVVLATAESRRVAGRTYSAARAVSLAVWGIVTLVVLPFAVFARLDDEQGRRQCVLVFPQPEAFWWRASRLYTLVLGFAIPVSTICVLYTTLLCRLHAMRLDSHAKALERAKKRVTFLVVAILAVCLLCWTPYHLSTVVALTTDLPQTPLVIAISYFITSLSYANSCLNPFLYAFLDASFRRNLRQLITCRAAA
Active calls of the source: *.

Screening CC1CC(C)CN(CCCNC(=O)Cn2cccc2C(=O)c2ccccc2)C1 (configuration not stated) returned MEKK2 WT-MEK5 113, OXTR ag -1.1, GalR3 antag -1, M18AAP inhibitor 9, NALP1 yeast inh 7, V1aR counter -0.5, OXTR potentiate -16, MEKK2 mut-MEK5 -1 and GPR7 antagonist -10.
COC(=O)c1ccn(CC(=O)NC2CCCCC2)n1 was read as MEKK2 WT-MEK5 95, OXTR ag -0.7, GalR3 antag 4, M18AAP inhibitor 0, NALP1 yeast inh -4, V1aR counter 0.3, OXTR potentiate -4, MEKK2 mut-MEK5 -2 and GPR7 antagonist 6.
Screening CN1CCN(C(=O)/C=C/c2ccc([N+](=O)[O-])o2)CC1 returned MEKK2 WT-MEK5 110, GalR3 antag -5, M18AAP inhibitor -2, NALP1 yeast inh 8, MEKK2 mut-MEK5 0 and GPR7 antagonist -2.
For Cc1cc(C)cc(N2CC(C(=O)OCC(=O)Nc3cc(C)on3)CC2=O)c1 (configuration not stated) the results were MEKK2 WT-MEK5 104, OXTR ag -1.0, GalR3 antag -7, M18AAP inhibitor -11, NALP1 yeast inh 18, V1aR counter -0.8, OXTR potentiate -4, MEKK2 mut-MEK5 0 and GPR7 antagonist 0.
O=C(/C=C/Nc1ccc(Cc2ccc(N/C=C/C(=O)C(F)(F)F)cc2)cc1)C(F)(F)F was read as MEKK2 WT-MEK5 102, OXTR ag 2.2, GalR3 antag -7, M18AAP inhibitor 4, NALP1 yeast inh 28, V1aR counter 2.5, OXTR potentiate -3, MEKK2 mut-MEK5 0 and GPR7 antagonist -2.
`CCC(CC)n1[nH]c(=O)c2c(C)cc(C)nc21` gave MEKK2 WT-MEK5 108, OXTR ag -0.9, GalR3 antag -5, M18AAP inhibitor 5, NALP1 yeast inh 36, V1aR counter 1.6, OXTR potentiate 3, MEKK2 mut-MEK5 14 and GPR7 antagonist 11.
Screening O=C(CCC1CCCN(C(=O)c2ccsc2)C1)N1CCN(c2ccccn2)CC1 (configuration not stated) returned MEKK2 WT-MEK5 93, OXTR ag -0.6, GalR3 antag -7, M18AAP inhibitor -5, V1aR counter 1.3, OXTR potentiate -2, MEKK2 mut-MEK5 -14 and GPR7 antagonist -1.
Screening CC(C)(C)C1CCC2(CC1)NC(=S)N(c1ccccc1)N2 (configuration not stated) returned MEKK2 WT-MEK5 109, OXTR ag 0.2, GalR3 antag -4, M18AAP inhibitor 7, NALP1 yeast inh 1, V1aR counter 0.4, OXTR potentiate -13, MEKK2 mut-MEK5 2 and GPR7 antagonist -17.
`COc1cccc(NC(=S)N(CCc2ccc(OC)c(OC)c2)Cc2ccccn2)c1` gave MEKK2 WT-MEK5 100, OXTR ag -1.0, GalR3 antag -5, M18AAP inhibitor 4, NALP1 yeast inh 15, V1aR counter -0.4, OXTR potentiate -9, MEKK2 mut-MEK5 4 and GPR7 antagonist 5.
Screening CCc1ccc(OC(=O)c2cccnc2)cc1 returned MEKK2 WT-MEK5 108, OXTR ag -0.9, GalR3 antag -4, M18AAP inhibitor -13, NALP1 yeast inh 25, V1aR counter -0.5, OXTR potentiate -14, MEKK2 mut-MEK5 3 and GPR7 antagonist 10.
Screening Cn1cc(S(=O)(=O)N2CCN(c3cccc(C(F)(F)F)c3)CC2)c(=O)n(C)c1=O returned MEKK2 WT-MEK5 108, OXTR ag -0.5, M18AAP inhibitor -3, NALP1 yeast inh 45, V1aR counter 3.7, OXTR potentiate -8, MEKK2 mut-MEK5 9 and GPR7 antagonist -9.
Screening Cc1cnc(C)c(N2CCN(Cc3nc(-c4cccc(F)c4F)oc3C)CC2)n1 returned MEKK2 WT-MEK5 95, OXTR ag -0.2, GalR3 antag -8, M18AAP inhibitor 1, NALP1 yeast inh 0, V1aR counter -0.3, OXTR potentiate -9, MEKK2 mut-MEK5 -6 and GPR7 antagonist -2.
`CCCCCCCN1CCC(=O)N([C@H](CO)CC(C)C)CC1` gave MEKK2 WT-MEK5 101, OXTR ag 1.8, GalR3 antag -4, M18AAP inhibitor 1, NALP1 yeast inh 37, V1aR counter 0.3, OXTR potentiate -13, MEKK2 mut-MEK5 5 and GPR7 antagonist -1.
`COc1ccc(NC(=O)COc2ccc(-c3ccccc3)cc2)cc1` gave OXTR ag 1.0, GalR3 antag -7, V1aR counter -0.1 and OXTR potentiate -1.
Screening COc1ccc(C(=O)NCC(=O)N2CCCC(C)C2)cc1OC (configuration not stated) returned MEKK2 WT-MEK5 98, OXTR ag 0.6, GalR3 antag -7, M18AAP inhibitor -1, NALP1 yeast inh 4, V1aR counter 0.2, OXTR potentiate 3, MEKK2 mut-MEK5 1 and GPR7 antagonist -5.
Screening Cc1cc(C)cc(NC(=O)CCn2ccnc2C)c1 returned MEKK2 WT-MEK5 93, OXTR ag -1.1, GalR3 antag -1, M18AAP inhibitor 3, NALP1 yeast inh 13, V1aR counter 0.7, OXTR potentiate -9, MEKK2 mut-MEK5 -4 and GPR7 antagonist 8.
Screening Cn1c(N)c(C(=O)COC(=O)c2ccc3c(c2)OCCO3)c(=O)n(C)c1=O returned MEKK2 WT-MEK5 94, OXTR ag -0.3, GalR3 antag -6, M18AAP inhibitor 3, NALP1 yeast inh 10, V1aR counter 0.9, OXTR potentiate -5, MEKK2 mut-MEK5 -1 and GPR7 antagonist 0.
`O=C(c1cnc(N2CCN(c3ncccn3)CC2)c2ccccc12)N1CCN(c2ncccn2)CC1` gave OXTR ag 6.4, GalR3 antag -2, M18AAP inhibitor 3, NALP1 yeast inh 2, V1aR counter 4.7, OXTR potentiate -10 and GPR7 antagonist -10.
`COc1ccc(C(=O)NC2CCN(C(=O)NC3CCCCC3)CC2)cc1` gave MEKK2 WT-MEK5 97, OXTR ag -0.6, GalR3 antag -5, M18AAP inhibitor -7, NALP1 yeast inh 14, V1aR counter 9.0, OXTR potentiate -3, MEKK2 mut-MEK5 -2 and GPR7 antagonist -2.
`COc1ccc(/C=C/C(=O)NC(=S)NNC(=O)c2ccco2)cc1OC` gave MEKK2 WT-MEK5 100, OXTR ag 1.0, GalR3 antag -2, M18AAP inhibitor 4, V1aR counter -0.8, OXTR potentiate 2, MEKK2 mut-MEK5 1 and GPR7 antagonist -1.
Screening Cc1ccc(/C(N)=N/OC(=O)N2c3ccccc3Sc3ccccc32)cc1 returned MEKK2 WT-MEK5 97, OXTR ag -2.4, GalR3 antag -4, M18AAP inhibitor 1, V1aR counter -0.9, OXTR potentiate -14, MEKK2 mut-MEK5 0 and GPR7 antagonist -11.
Screening CCOC(=O)C1(Cc2ccccc2)CCCN(Cc2cccc(C(C)=O)c2)C1 (configuration not stated) returned MEKK2 WT-MEK5 97, OXTR ag -1.2, GalR3 antag -8, M18AAP inhibitor 10, NALP1 yeast inh 5, V1aR counter -1.3, OXTR potentiate -12, MEKK2 mut-MEK5 -2 and GPR7 antagonist -4.
CC12CCC(C(=O)Nc3cccnc3)(CC1=O)C2(C)C (configuration not stated) was read as MEKK2 WT-MEK5 104, OXTR ag 0.5, GalR3 antag -3, M18AAP inhibitor -8, NALP1 yeast inh 4, V1aR counter 1.9, OXTR potentiate -1, MEKK2 mut-MEK5 3 and GPR7 antagonist 11.
For CCCC#Cc1ccc2c(c1)COc1c3ccccc3nn1-2 the results were OXTR ag -2.5, GalR3 antag -5, V1aR counter -0.9 and OXTR potentiate -1.
For COc1ccc(CNC(=O)CSc2nnc3c(n2)[nH]c2ccc(C)cc23)cc1 the results were MEKK2 WT-MEK5 92, OXTR ag -0.4, GalR3 antag 6, M18AAP inhibitor -2, NALP1 yeast inh 0, V1aR counter 0.9, OXTR potentiate -1, MEKK2 mut-MEK5 -3 and GPR7 antagonist -10.
Screening COc1ccc(S(=O)(=O)N2CCC(C(=O)NCCC(=O)Nc3cccc(Cl)c3)CC2)cc1 returned MEKK2 WT-MEK5 104, OXTR ag 1.8, GalR3 antag 1, M18AAP inhibitor 1, NALP1 yeast inh -6, V1aR counter 6.6, OXTR potentiate -5, MEKK2 mut-MEK5 2 and GPR7 antagonist 8.
Screening CC(C(=O)NC(=O)NC1CCCCC1)N1CCN(c2ccc(O)cc2)CC1 (configuration not stated) returned OXTR ag 2.7, GalR3 antag -1, V1aR counter 1.1 and OXTR potentiate -5.
For CC(C)(C)c1oc(C(=O)O)cc1CN1CCOCC1 the results were MEKK2 WT-MEK5 101, OXTR ag 0.4, GalR3 antag 5, M18AAP inhibitor -1, V1aR counter -0.6, OXTR potentiate -15, MEKK2 mut-MEK5 -5 and GPR7 antagonist -10.
`CCC(C(=O)NC1CCCC1)N(C(=O)Cn1nnc(-c2ccc(C)o2)n1)C(C)(C)C` (configuration not stated) gave MEKK2 WT-MEK5 100, OXTR ag -1.6, GalR3 antag -4, M18AAP inhibitor 9, NALP1 yeast inh 3, V1aR counter -0.5, OXTR potentiate -2, MEKK2 mut-MEK5 0 and GPR7 antagonist -4.
`COc1ccc(-c2cc(C(=O)NNC(=S)NC(=O)c3c(-c4ccccc4)noc3C)[nH]n2)cc1` gave MEKK2 WT-MEK5 101, OXTR ag -1.8, GalR3 antag -2, M18AAP inhibitor 5, NALP1 yeast inh 8, V1aR counter -0.6, OXTR potentiate -3, MEKK2 mut-MEK5 0 and GPR7 antagonist -21.
Cc1onc(-c2c(Cl)cccc2Cl)c1C(=O)NCc1ccco1 was read as MEKK2 WT-MEK5 98, OXTR ag -1.3, GalR3 antag -4, M18AAP inhibitor -7, NALP1 yeast inh -2, V1aR counter 0.0, OXTR potentiate -1, MEKK2 mut-MEK5 0 and GPR7 antagonist -3.
Cn1nccc1C(=O)N1CCc2ccccc21 was read as MEKK2 WT-MEK5 100, OXTR ag -0.8, GalR3 antag 6, M18AAP inhibitor -4, NALP1 yeast inh 3, V1aR counter 0.0, OXTR potentiate -4, MEKK2 mut-MEK5 2 and GPR7 antagonist -10.
Screening CC(O)c1c(-c2ccccc2)nn(C)c1Cl (configuration not stated) returned MEKK2 WT-MEK5 96, OXTR ag 1.3, GalR3 antag -4, M18AAP inhibitor 1, NALP1 yeast inh 13, V1aR counter 1.0, OXTR potentiate 7, MEKK2 mut-MEK5 -1 and GPR7 antagonist 3.
Screening COc1ccc(-n2nnc3c(=O)n(C/C=C/c4ccccc4)cnc32)cc1 returned MEKK2 WT-MEK5 102, OXTR ag 1.1, GalR3 antag -7, M18AAP inhibitor 12, V1aR counter 0.6, OXTR potentiate -11, MEKK2 mut-MEK5 2 and GPR7 antagonist 4.
COC(=O)c1ccc(NC(=O)c2ccc3c(c2)C(=O)N(C)C3=O)cc1 was read as MEKK2 WT-MEK5 106, OXTR ag 0.1, GalR3 antag -10, M18AAP inhibitor 3, NALP1 yeast inh 10, V1aR counter 0.7, OXTR potentiate -2, MEKK2 mut-MEK5 9 and GPR7 antagonist -10.
`O=C(CCC(=O)N1CCOc2ccccc21)N1CCN(c2ccccc2)CC1` gave MEKK2 WT-MEK5 101, OXTR ag -0.6, M18AAP inhibitor 1, NALP1 yeast inh 9, V1aR counter 0.6, OXTR potentiate -3, MEKK2 mut-MEK5 1 and GPR7 antagonist 12.
